Bioassay records from PubChem.
SV40 large T antigen: SV40 large T antigen inhibitors, biochemical (AID 1903) | SV40 large T antigen ATPase/helicase inhibition assay; higher % means a stronger effect | inhibition, % at 20 µM; hits with a dose series show IC50 in µM | actives 0.39% (n = 310,000); in the data active = a potency from the dose series; inconclusive = inhibition mostly from about 32% at the one dose, without a potency; inactive = the rest, 99 in 100 with inhibition below about 32%; note: strong numbers were not always called active
NOD1 NF-kB reporter: NOD1 signaling inhibitors, primary screen, cell-based, luminescence, uHTS (AID 1578); NOD1-driven NF-kB luciferase reporter cells, luminescence; higher % means a stronger effect; inhibition, % at 4 µM, or EC50 in µM where a hit was titrated; actives 1% (n = 290,000); in the data active = inhibition mostly above about 36%, no sharp cut-off; inactive = mostly below about 34%;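 note: HEK-293T reporter cells stimulated with the NOD1 agonist gamma-tri-DAP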
GPR55 activation: GPR55 agonists via beta-arrestin recruitment, primary screen, imaging, U2OS cells, beta-arrestin-GFP redistribution (AID 1961) | U2OS GPR55 beta-arrestin-GFP redistribution imaging; higher % means a stronger effect | activation, % at 10 µM; hits with a dose series show EC50 in µM | G-protein coupled receptor 55 (Homo sapiens) | actives 0.048% (n = 290,000);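 active = activation above 40% with more than 50 cells counted in the well; inconclusive = wells holding fewer than 50 cells, flagged as toxic or sparse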;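 note: U2OS osteosarcoma cells stably expressing GPR55 and beta-arrestin-GFP; plate controls were DMSO negative control for no effect and LPI positive control for full effect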
Rac1 GTP hydrolysis: MgcRacGAP GTPase-activating activity inhibitors, confirmation, biochemical, ADP Hunter fluorescence; MgcRacGAP-stimulated Rac1 GTP hydrolysis, ADP Hunter fluorescence; higher % means a stronger effect; GST-tagged Rac1 F28L mutant substrate; one-dose inhibition, % at 30 µM; IC50 in µM for titrated hits; actives 0.6% (n = 340,000);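 active = first-screen hits whose inhibition reached a set limit at any dose in the follow-up dose series; inconclusive = inhibition above the set first-screen limit but never retested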;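 note: fluorescence reports GDP produced by GAP-driven GTP hydrolysis; strong numbers were not always called active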
HIV peptide binding: inhibitors of HIV fusion peptide binding, primary screen, biochemical, uHTS, fluorescence dequenching (AID 1986); actives 0.3% (n = 290,000); one-dose inhibition, % at 20 µM; IC50 in µM for titrated hits; cell-free peptide binding, fluorescence dequenching, 30 min; higher % means a stronger effect; in the data active = inhibition mostly above about 52%, no sharp cut-off; inactive = mostly below about 76%; note: some results filed as inactive read as strong as hits
KOR beta-arrestin-1: KOR agonists, beta-arrestin recruitment, primary screen, cell-based, luminescence, uHTS (AID 1777). Kappa-type opioid receptor (Homo sapiens). KOR beta-arrestin recruitment, luminescence; higher % means a stronger effect. activation, % at 10 µM; hits with a dose series show EC50 in µM. actives 0.02% (n = 280,000); in the data active = activation above about 50%, passing the limit was not always enough; note: a part of the inactive calls stands beside numbers as strong as those of hits
GPR55 antagonists: GPR55 antagonists blocking LPI-driven arrestin recruitment, primary screen, imaging, U2OS, beta-arrestin-GFP, LPI agonist (AID 2013). actives 0.13% (n = 290,000). U2OS GPR55 beta-arrestin-GFP translocation imaging, LPI antagonism; higher % means a stronger effect. one-dose inhibition, % at 10 µM; IC50 in µM for titrated hits;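 active = spots per cell inhibited over 60%, with over 100 cells counted and total cytoplasm intensity under 500,000; inconclusive = wells with under 100 cells, flagged as likely toxic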;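 note: U2OS cells stably carrying GPR55 and arrestin-GFP stimulated by 5 µM LPI near EC80; imaged beta-arrestin-GFP aggregate spots per cell after agonist stimulation; plate controls were LPI-stimulated DMSO wells for no effect and DMSO wells without LPI for full effect; some results filed as inactive read as strong as hits; confirmed hits need IC50 under 10 µM and bright autofluorescent wells are also inconclusive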
KOR beta-arrestin-2: KOR antagonists, beta-arrestin recruitment, cell-based, luminescence, uHTS (AID 1778) | KOR beta-arrestin recruitment, luminescence, antagonist mode; higher % means a stronger effect | inhibition, % at 10 µM; hits with a dose series show IC50 in µM | actives 0.091% (n = 290,000); note: strong numbers were not always called active
NOD2 inhibition: NOD2 signaling inhibitors, cell-based, luminescence, uHTS, HEK293 (AID 1566) | HEK293 NOD2/NF-kB luciferase reporter, luminescence; higher % means a stronger effect | inhibition, % at 4 µM, or EC50 in µM where a hit was titrated | actives 0.63% (n = 290,000); note: many of its hits are not listed in these tables
* = called active by the depositor; ? = inconclusive; · = no result given; [ ] = another dose, or the depositor's remark. Cut-off read from the data, not from the text of the source, unless noted: active = inhibition above about 50%; inactive = the rest.

| structure | SV40 large T antigen | NOD1 NF-kB reporter | GPR55 activation | Rac1 GTP hydrolysis | HIV peptide binding | KOR beta-arrestin-1 | GPR55 antagonists | KOR beta-arrestin-2 | NOD2 inhibition |
| --- | --- | --- | --- | --- | --- | --- | --- | --- | --- |
| COc1ccc(-n2c(=O)c3ccccc3c3ccccc3c2=O)c(OC)c1 | 6% | -4% | -0.2% | 15% | -0.7% | -0.2% | -3% | 23% | -4% |
| CC1CCN(C(=O)/C(=C/c2ccccc2Cl)c2ccccc2)CC1 | -2% | 9% | 0.0% | 11% | 0.8% | 1.3% | -7% | -3% | 6% |
| CCOC(=O)N1CCN(Cc2cc(Cl)c3cccnc3c2O)CC1 | 13% | -2% | 0.2% | · | -1.7% | · | 13% | 8%[20 µM] | 11% |
| C=CCN1C2CCCC1CC(NC(=O)Nc1cc(C)cc(C)c1)C2 (stereo not drawn) | -5% | -24% | -0.3% | 4% | -0.5% | 2.0% | -15% | -25% | 1% |
| O=C(Nc1cc(Cl)ccc1-n1cncn1)c1ccc([N+](=O)[O-])s1 | 21% | · | -0.1% | 3% | -2.4% | 0.6% | 4% | -1% | · |
| O=c1[nH]n(CC2COC3(CCCCC3)O2)c(=O)c2ccccc12 (stereo not drawn) | 20% | -10% | -0.3% | 6% | 68% | -5.7% | 12% | -25% | 0% |
| O=C(Nc1ccc2cn[nH]c2c1)c1ccc(S(=O)(=O)N2CCOCC2)cc1 | 15% | -29% | -0.1% | 7% | -1.0% | 0.4% | 0% | -18%[20 µM] | 6% |
| CC(Sc1ccccc1)C(=O)Nc1ccc(N2CCOCC2)cc1 (stereo not drawn) | 16% | 6% | -0.1% | 9% | -2.7% | 75% | 5% | 9% | -15% |
| CCN(CC)CCn1c(=S)[nH]c2cc(C(=O)N3CC(C)CC(C)C3)ccc2c1=O (stereo not drawn) | 10% | -2% | 0.7% | -12% | -2.0% | 9.6% | -8% | 2% | 35% |
| CCOc1ccc(N2CCc3c(C)nc(SC)nc32)cc1 | 29% | -14% | -0.4% | 3% | 0.2% | -4.0% | 24% | -21% | -22% |
| CCN1CCCC1CN=Cc1c(O)n(-c2ccccc2)c(=O)c2ccccc12 (stereo not drawn) | 11% | -7% | -0.1% | 6% | 3.7% | -4.6% | 13% | 15% | 14% |
| OCCC1CN(Cc2ccc3nsnc3c2)CCN1C1CCCCC1 (stereo not drawn) | ? | -42% | 0.1% | 17% | -1.4% | -0.4% | 0% | -2% | -17% |
| COc1ccc(-n2c(COc3cccc4ccccc34)nnc2SC(C)C(=O)O)cc1 (stereo not drawn) | 6% | -43% | -0.1% | 3% | 7.5% | · | 1% | -21%[20 µM] | 10% |
| CCOC(=O)c1ccccc1NS(=O)(=O)c1ccc(S(=O)(=O)N2CCCC2)cc1 | 5% | -10% | -0.2% | 3% | -0.2% | 9.5% | -3% | -16% | -4% |
| COC1=C/C(=C/c2c(N)n3nc(-c4ccc(C)cc4)sc3nc2=O)C=CC1=O | 7.6µM* | 20% | -0.1% | ? | 46% | · | -2% | -19%[20 µM] | -16% |
| CC(C)Oc1ccc(CNC(=S)N/N=C/c2cccnc2)cc1 | 2% | 27% | 0.0% | 8% | 4.1% | -0.3% | 17% | 15% | 9% |
| O=C(Nc1ccc(Br)cc1)c1ccccc1Br | 8% | -127% | -0.2% | 11% | 0.1% | -6.2% | 10% | -4% | -88% |
| Cc1ccc(/C=N/NC(=S)NC(C)C)o1 | 11% | -15% | 0.2% | 7% | -2.4% | -4.6% | -5% | -10% | -9% |
| CNC(=O)C1Cc2ccccc2CN1S(=O)(=O)c1cccs1 (stereo not drawn) | 5% | -25% | -0.1% | 9% | 0.8% | 3.8% | 9% | -7% | 2% |
| NC(=O)c1cc(C(=O)Cc2ccccc2)c[nH]1 | 4% | -12% | 0.0% | -2% | 0.3% | -0.3% | 1% | -25% | -6% |
| Cc1cc(C)n(-c2ccc(C(=O)Nc3ccc(C)c(S(=O)(=O)N4CCOCC4)c3)cc2)n1 | 18% | 6% | 0.2% | 12% | -1.2% | 2.2% | -10% | 0% | 30% |
| O=C(O)C1C2CCC(C2)C1C(=O)NCCC1=CCCCC1 (stereo not drawn) | 0% | -22% | -0.5% | 6% | 1.8% | 1.1% | -1% | -10% | 1% |
| c1ccc(N2CCN(c3c4c(nc5ncnn35)CCC4)CC2)cc1 | 11% | -8% | -0.2% | 8% | 0.7% | 1.2% | 8% | -12% | -2% |
| COc1ccccc1C/C(N)=N/OC(=O)/C=C/c1ccccc1 | 4% | -12% | 0.2% | -1% | 1.9% | -4.4% | 7% | -3% | 5% |
| Cc1ccc(SC(C)C(=O)Nc2cccnc2)cc1 (stereo not drawn) | 35% | 13% | -0.2% | 0% | -0.3% | 6.9% | -3% | -28% | -7% |
| COc1cc(S(=O)(=O)Nc2ccccc2C)ccc1Cl | 2% | -22% | -0.1% | -5% | -1.4% | -2.8% | 11% | 5% | -12% |
| Cn1nc(C(=O)OCC(=O)Nc2ccc3ccccc3c2)c2ccccc2c1=O | 7% | -38% | -0.3% | 10% | -1.8% | -4.6% | -10% | -6% | 3% |
| N/C(Cc1ccc(Cl)cc1Cl)=N\OC(=O)c1ccc(Br)o1 | 8% | 6% | 0.0% | 5% | -1.2% | 1.4% | 3% | 14% | 9% |
| O=C(COC(=O)C1CCC1)NCc1ccccc1Cl | 8% | -2% | -0.2% | 7% | 0.4% | 5.0% | -2% | 4% | -4% |
| CCCC(=O)N=C1SC2CS(=O)(=O)CC2N1c1ccc(CC)cc1 (stereo not drawn) | 7% | 11% | -0.1% | 10% | -2.0% | 4.8% | 6% | 5% | 3% |
| CN(C)CCCNC(NC(=O)c1cccs1)C(Cl)(Cl)Cl (stereo not drawn) | 16% | -27% | -0.3% | 0% | 1.9% | -1.5% | 2% | 0% | -5% |
| C=CCCCCCCCCC(=O)Nc1ncccn1 | 8% | 2% | 1.0% | 9% | -1.0% | 0.2% | 5% | -6% | 12% |
| Cc1ccc(-c2nnc(C)c(N3CCOCC3)n2)cc1 | -3% | -22% | 0.4% | 13% | -1.8% | 0.2% | -4% | 18% | 3% |
| O=S(=O)(c1ccc(Cl)cc1)N1CCC(N2CCCCCC2)CC1 | 1% | 8% | 0.0% | 27% | 0.6% | 1.0% | 0% | 27% | 8% |
| CN1CCN(S(=O)(=O)c2cccc(C(=O)Nc3ccccc3N3CCOCC3)c2)CC1 | 9% | -42% | 0.1% | 6% | -0.9% | -0.5% | -23% | -14% | 26% |
| CCC(=O)Nc1cc(-c2nc3ncccc3o2)ccc1Cl | -5% | 0% | -0.1% | -2% | -1.2% | 4.7% | 2% | 9% | 11% |
| O=C(COC(=O)C12CC3CC(CC(Br)(C3)C1)C2)Nc1cccnc1Cl | 10% | -36% | 0.6% | 2% | -0.7% | 1.1% | 27% | 9% | 18% |
| O=C(CSc1nnc(CNC(=O)c2ccco2)o1)c1ccc(Cl)cc1 | 2% | -31% | -0.1% | 11% | 1.0% | 12% | 4% | -29% | 3% |
| CC1(C)CC(CC(=O)NNc2nc(-c3ccccc3)cs2)C(=O)O1 (stereo not drawn) | 11% | -13% | 0.3% | 6% | -2.5% | -0.5% | 14% | -18% | 0% |
| O=C(CSc1nc(C2CCCCC2)nc2ccccc12)NCc1ccco1 | 12% | 33% | -0.1% | 5% | 0.2% | -0.7% | 10% | -32%[20 µM] | -24% |
| CCC(CC)C(=O)c1c[nH]c(C(=O)NCc2ccco2)c1 | 1% | -24% | -0.3% | 4% | -0.5% | -3.5% | 0% | -25% | -2% |
| CCn1nc(C(=O)OCc2cccc(S(=O)(=O)N(C)C)c2)c2ccccc2c1=O | 9% | -3% | -0.1% | 11% | -1.4% | -4.6% | -9% | 30% | 15% |
| COC(C(=O)Nc1ccnn1C1CCN(Cc2cccc(C)n2)CC1)c1ccccc1 (stereo not drawn) | 14% | -15% | -0.2% | -1% | 1.1% | 1.6% | -2% | -45% | -6% |
| O=C(CSc1nc2cc(Cl)ccc2s1)Nc1cccc(S(=O)(=O)N2CCOCC2)c1 | 12% | -14% | -0.4% | 10% | -0.4% | -2.7% | 23% | 14% | 11% |
| CC1=C(C(=O)Nc2ccccc2)C(c2ccco2)C(C#N)=C(SCC(=O)Nc2cccc(C)c2C)N1 (stereo not drawn) | 4% | 7% | 0.8% | 5% | -0.2% | -3.0% | -4% | -7% | -8% |
| CCOC(=O)c1c(NC(=O)Cn2cc([N+](=O)[O-])cn2)sc2c1CCC2 | 8% | · | -0.1% | 1% | 3.6% | 0.0% | -2% | 26% | 10% |
| NC(=O)c1ccccc1NC(=O)COc1ccc2c(c1)OCO2 | 9% | -54% | -0.2% | 1% | -1.6% | -7.0% | -4% | -12% | -50% |
| COc1ccc(-c2nc(C#N)c(N3CCCCCC3)o2)cc1OC | 3% | -7% | 0.2% | 6% | -1.2% | -2.1% | 4% | -2% | 11% |
| CCCCNC(NCCCC)=C(S(=O)(=O)CC)S(=O)(=O)CC | -2% | -16% | 0.0% | 12% | 0.7% | -2.1% | 4% | -23% | -7% |
| Cc1c(OCC(=O)N2CCC(C(N)=O)CC2)ccc2c3c(c(=O)oc12)CCCC3 | 12% | -9% | 0.5% | 2% | -0.8% | -6.4% | 9% | -50%[20 µM] | -2% |
| CCc1ccccc1NC(=O)CSc1nc2c(c(-c3ccco3)c1C#N)CCCC2 | 1% | -33% | 0.1% | 1% | 0.1% | 20% | 0% | 5% | 25% |
| COc1cccc(C(=O)Nc2cccc(C(C)=O)c2)c1 | 2% | -27% | 0.0% | 7% | -2.1% | -2.1% | 12% | 6% | -25% |
| O=C(COc1ccccc1)NC1C(=O)N2C(C(=O)O)=C(Cl)CSC12 (stereo not drawn) | 11% | -39% | ? | 17% | 13% | -5.8% | 14% | 9% | -2% |
| Cn1c(=O)[nH]c(=O)c2c1nc(N1CCOCC1)n2CC(=O)c1ccccc1 | 3% | 13% | -0.3% | 11% | -2.4% | -2.3% | -3% | 1%[20 µM] | -10% |
| COc1cccc(C(=O)NC2=NCCS2)c1OC | 3% | -14% | 0.3% | 5% | 1.0% | -0.3% | 11% | 14% | -4% |
| O=C(Nc1nc2ccc(S(=O)(=O)N3CCCC3)cc2s1)c1cccs1 | 6% | -5% | -0.4% | 6% | 2.1% | -2.7% | 4% | -2% | -29% |
| CC(CN1CCN(Cc2ccccc2)CC1)OC(=O)c1ccco1 (stereo not drawn) | 10% | 0% | 0.0% | 8% | -0.6% | 0.3% | 10% | 1% | -17% |
| CC(C)OP(=O)(OC(C)C)C(Nc1ccc(C(=O)O)cc1)c1ccccc1 (stereo not drawn) | 14% | 0% | -0.3% | 6% | -1.5% | 1.1% | 5% | 17% | 18% |
| O=C(NNC(=O)c1ccc2ccccc2c1O)c1ccccc1Cl | 14% | -8% | 0.4% | 22% | 11% | -3.0% | -6% | 9% | -19% |

This is a subset. The share of hits here may be higher or lower than overall.
